yeast bub3 – NCI yeast anticancer drug screen, S. cerevisiae bub3 mutant strain; AID 167; % growth inhibition at 50 µM; 78,000 tested, 9.9% active;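 note: 0% = growth of vehicle-only cultures of the same strain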
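Steps: expose the mutant yeast strain to compound; grow alongside vehicle-treated cultures; measure growth; express inhibition against the vehicle cultures.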
yeast rad50 – NCI yeast anticancer drug screen, S. cerevisiae rad50 strain | AID 155 | % growth inhibition at 50 µM | 79,000 tested, 10% active;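 note: 0% = growth of vehicle-only cultures of the same strain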
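A DNA repair-deficient yeast mutant serves as the test organism; compound-induced growth inhibition is calculated against vehicle-treated cells.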
yeast mlh1 rad18 – NCI yeast anticancer drug screen, S. cerevisiae mlh1 rad18 strain. 79,000 tested, 11% active. AID 175. growth inhibition, % at 50 µM;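 note: 0% = growth of vehicle-only cultures of the same strain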
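Read-out is yeast growth inhibition, calculated against vehicle-only controls. The compound was applied to a strain engineered with DNA damage repair alterations.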
mec2-1 – NCI yeast anticancer drug screen, S. cerevisiae mec2-1 strain. 79,000 tested, 9% active. growth inhibition, % at 50 µM. AID 157;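 note: 0% = growth of vehicle-only cultures of the same strain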
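Each compound was tested on mec2-1 yeast, a strain altered in DNA damage repair or cell cycle control. Growth inhibition is reported relative to vehicle.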
sgs1 mgt1 – NCI yeast anticancer drug screen, S. cerevisiae sgs1 mgt1 strain; 78,000 tested, 10% active; growth inhibition, % at 50 µM; AID 161;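 note: 0% = growth of vehicle-only cultures of the same strain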
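Compounds are added to genetically altered yeast, and growth is compared with cultures given vehicle alone to give percent inhibition.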
yeast cln2 rad14 – NCI yeast anticancer drug screen, S. cerevisiae cln2 rad14 strain; % growth inhibition at 50 µM; 78,000 tested, 8.3% active;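 note: 0% = growth of vehicle-only cultures of the same strain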
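Readout is yeast growth inhibition versus vehicle-treated controls, using a strain with cln2 and rad14 alterations exposed to compound.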
* hit, by the source's call; x = no result given; & = joins results of further samples. Cut-off read from the data, not from the text of the source: active = growth inhibition above about 70%; inactive = the rest.

Start of the data: the first 3 records as a preview:
SMILES	yeast bub3	yeast rad50	yeast mlh1 rad18	mec2-1	sgs1 mgt1	yeast cln2 rad14
Cc1ccc(S(=O)(=O)NCCNCCO)cc1	-1	-1	-7	-25	4	-22
NC(C(=O)O)C1CCCC1 (centres undefined)	-93	3	8	-5	-21	-14
C=CCOC(=O)COc1ccc(Cl)cc1	-8	-1	1	-8	-12	-2

All compounds of this part, from the first entry:
SMILES	yeast bub3	yeast rad50	yeast mlh1 rad18	mec2-1	sgs1 mgt1	yeast cln2 rad14
Cc1ccc(S(=O)(=O)NCCNCCO)cc1	-1	-1	-7	-25	4	-22
NC(C(=O)O)C1CCCC1 (centres undefined)	-93	3	8	-5	-21	-14
C=CCOC(=O)COc1ccc(Cl)cc1	-8	-1	1	-8	-12	-2
COC(=O)c1ccc(CSc2ccc(OC)cc2)cc1	85*	89*	85*	83*	88*	81*
NC(=O)C#CC(N)=O	5	10	-20	-10	-24	0
O=C(O)c1cc(O)c(O)c(Cl)c1	7	10	5	6	4	-9
CC12CCC3c4ccc(O)cc4C(=O)CC3C1CCC2O (centres undefined)	-11	-16	-18	8	6	-30
O=c1cc(-c2cccc(OC(F)(F)F)c2)[nH]c2cc3c(cc12)OCO3	20	-6	-24	3	-5	14
O=C(C(Cl)=C(N1CCCCC1)N1CCCCC1)C(Cl)Cl	68	64	81*	71*	85*	24
Nc1nnc2cc(Cl)ccc2n1	47	51	47	26	43	8
CCOc1ccc(/C=C2\N=C(c3ccccc3)OC2=O)cc1OC	6	8	2	12	4	1
Cc1c(Cl)cccc1NC(=O)C(=O)c1c(O)c2ccc(O)cc2oc1=O	-16	5	5	1	-19	3
ON(C=Nc1ccccc1)c1ccccc1	-3	17	7	19	6	-12
COc1cc(OC)c(C(=O)C(CN(C)C)CN(C)C)cc1OC	9	4	4	-6	9	-3
CN(C1=CC(=O)c2ccccc2C1=O)C1CCCCC1	63	14	42	49	37	-7
COc1ccc(Cc2c(O)ccc3ccccc23)cc1	98*	99*	99*	99*	99*	96*
Nc1ccc(P(=O)(O)c2ccc(N)cc2Br)c(Br)c1	-4	35	-7	-6	18	2
O=C(c1ccc(Cl)cc1)C1C(c2ccccc2)C1[N+](=O)[O-] (centres undefined)	16	11	31	-11	-3	-29
CN(C)C(=O)N1OC2CCC1CC2	-14	-25	-17	-35	-28	-2
CC1CCC2COC(=O)CCC2(C)C1C (centres undefined)	-17	6	-23	1	-10	-41
c1cc2c3c(cccc3c1)NN=N2	1	27	0	-33	19	3
COc1cc(C(=O)c2cc3c(cc2C(=O)O)OCO3)cc(OC)c1OC	8	-8	-2	1	3	-31
Cc1cccc(/C=N/NC(=S)NC2CCCCC2)n1	73*	40	62	55	71*	41
O=C1NCCOc2ccccc21	-23	-9	-7	-10	-16	-16
CC(C)[C@H](N)C(=O)NCCNC(=O)[C@@H](N)C(C)C	37	-25	4	-5	-14	17
SMILES	yeast bub3	yeast rad50	yeast mlh1 rad18	mec2-1	sgs1 mgt1	yeast cln2 rad14
C1CCCN(/N=N/N2CCCCCC2)CC1	11	-2	7	0	-2	-19
CCOC(=O)/C=C/CCCC1CCCCC1	-5	11	5	16	17	11
CN(Cc1ccccc1)CC(O)c1ccc(/C=C/c2ccc(Cl)cc2)cc1 (centres undefined)	70	86*	86*	66	96*	88*
COC(=O)NC(c1ccccc1)C(C)F (centres undefined)	-2	6	-12	-4	-1	4
NC(=O)/C(=C\c1ccncc1)c1cccc2ccccc12	-44	-1	-7	-5	-41	-3
O=C1c2nc3ccccc3cc2CN1Cc1ccccc1	4	7	5	-25	3	19
COC(=O)CCc1ccc(C2CO2)cc1 (centres undefined)	-11	-1	10	6	-10	0
CC1CCCC2=C1C(O)c1cccc(N)c1C2O (centres undefined)	-6	-4	-2	-2	-11	-36
CC(=O)OCC(OC(C)=O)C(OC(C)=O)C(COC(C)=O)OC(C)=O (centres undefined)	-24&-21	17&3	0&-4	-3&1	-11&-2	-55&-30
Cc1nc(-c2cc3c(ccc4ccccc43)oc2=O)cs1	-4	22	-22	-9	-4	26
CC(=O)c1ccc(C)c([N+](=O)[O-])c1	-7	-13	-1	-6	-12	-48
CCOC(=O)N1Cc2cc3ncccc3nc2C1	-5	-2	-5	-2	3	-13
COc1ccc2c(=O)oc3c(OC)cc(CCN(C)C)c4c(=O)oc1c2c34	-44&20	-8&63	-30&25	-23&-1	-58&0	-24&4
Nc1ncnc2c1ncn2C1OC(CO)C(O)C1O (centres undefined)	26&19&5	1&53&-12	19&28&-23	-9&12&-11	6&43&-2	-5&-1&15
O=C1OCC/C1=C1/CCOC1	99*	99*	99*	99*	50	99*
O=C(O)c1cccc(-c2nn[nH]n2)c1	0	3	-3	0	-5	-55
CCOC(=O)c1ccc(N(CCC(O)CN=[N+]=[N-])S(=O)(=O)c2ccc(C)cc2)cc1 (centres undefined)	6	57	55	19	53	41
N#C/C(=C\c1ccc(Br)cc1)C(=O)c1ccccc1	-7	8	-1	-14	5	18
C1CCc2[nH]nc(-c3n[nH]c4c3CCCCC4)c2CC1	12	9	18	3	20	10
O=C1OC(c2ccc(Cl)cc2)=N/C1=C\c1ccc(Cl)c(Cl)c1	39	36	32	19	59	19
COC(=O)c1ccccc1C#CC#Cc1ccccc1C(=O)OC	-2	-5	-4	-32	5	9
CN(C)C(=O)c1ccc([N+](=O)[O-])cc1	-5	21	-23	6	12	12
COc1ccc(/C=c2/s/c(=C(\C#N)c3nc4ccccc4[nH]3)n(-c3ccccc3)c2=O)cc1	-18	4	13	-15	-6	14
O=C(O)c1cc2ccccc2o1	-3	12	30	1	17	21
CCOC(=O)c1c(-c2ccc(Cl)cc2)c(C#N)c(=S)n(C2OC(CO)C(O)C(O)C2O)c1-c1ccccc1 (centres undefined)	0	-19	-2	-16	-3	31
SMILES	yeast bub3	yeast rad50	yeast mlh1 rad18	mec2-1	sgs1 mgt1	yeast cln2 rad14
COc1ccccc1OC(=O)c1ccc(Cl)cc1	1	2	1	-18	19	-64
CCOC(=O)C1Cc2c(OC)cc(OC)cc2OC1=O (centres undefined)	-6	8	11	7	22	-42
COC1C(=O)c2ccccc2N1C(C)=O (centres undefined)	-7	8	1	-2	-8	-18
N=C(N)SCc1ccc([N+](=O)[O-])cc1	-1	0	33	-4	22	-8
S=c1nc2[nH]c3ccccc3c2n[nH]1	-9	8	6	-18	-6	-7
Cc1cccc(/C=N/NC(=S)Nc2ccc(Cl)cc2)n1	87*	70*	89*	82*	87*	87*
CC(=O)OCC1OC(SC2=NC(=O)CS2)C(OC(C)=O)C(OC(C)=O)C1OC(C)=O (centres undefined)	-9	3	17	-2	1	-7
CCN(CC)C(=O)c1c(C(=O)OC)c(C)n(NC(=O)c2cccc(C)c2)c1C	0	22	41	14	17	19
C=C1C(=O)SC(=NCc2ccccc2)N1C	0	24	26	16	20	20
CCN(CC)CCOC(=O)C1c2ccccc2Oc2ccccc21	21	25	15	-32	9	14
Cc1ccc(C(=N)c2ccccc2Cc2ccccc2)cc1C	8	-12	-28	-2	-15	-12
O=S1(=O)c2ccccc2Oc2ccccc21	3	-26	-15	-19	-24	17
Cc1cccc(Cl)c1NC(=O)Nc1ccc(Cl)cc1C(=O)c1ccccc1	7	6	-10	-4	7	4
COc1ccc(C(=O)Oc2c(Br)cc(Br)cc2Br)cc1	88*	14	8	13	2	-6
O=C1C(Cl)=C(Sc2nnc3c4ccccc4c4ccccc4c3n2)C(=O)c2ccccc21	69	68	53	39	42	34
CC(CO)CCNc1ncnc2c1ncn2CCC(=O)OC(C)(C)C (centres undefined)	-2	-28	-10	16	-22	-21
O=C1C=C(Cl)C(=O)C(Cl)=C1Cl	99*	99*	99*	99*	99*	99*
CCCc1c(C(=O)O)c(-c2cccc3ccccc23)c(CCC)c2c1-c1cccc3cccc-2c13	30	54	73*	35	76*	71*
Cc1[nH]c(=S)c(C#N)c(C)c1C	14	22	-4	6	11	2
C=CCOc1ccc2c(c1)CC=C1[C@@H]2CC[C@]2(C)C(=N\O)/C(=N/O)C[C@@H]12	99*	99*	99*	99*	99*	98*
NCCNC(=O)Cc1cccc2ccccc12	-37	-21	-3	-48	-5	4
CC(C)C(C(N)=O)C(C)C	0	4	-1	-6	-4	11
C1CCCC(NC2=NCCO2)CC1	0	14	15	-1	-9	-18
C=C(OC(C)=O)c1ccccc1	28	6	0	-12	6	-7
O=C(CCCl)NCCNC(=O)CCCl	5	5	8	-8	-9	-19
SMILES	yeast bub3	yeast rad50	yeast mlh1 rad18	mec2-1	sgs1 mgt1	yeast cln2 rad14
O=C(CCl)Nc1ccc(O)c2ccccc12	6	15	37	5	7	10
CC(C)(C)c1ccc(Oc2nc(Oc3ccc(C(C)(C)C)cc3)nc(Oc3ccc(C(C)(C)C)cc3)n2)cc1	-2	20	11	11	11	4
CCCC#CCCOC(=O)c1cc([N+](=O)[O-])cc([N+](=O)[O-])c1	99*	99*	99*	98*	100*	99*
Cc1cc(O)ccc1O	4	31	42	25	7	-5
Cc1cn(C2OC(CO)C(O)C2Cl)c(=O)nc1N (centres undefined)	-6	-1	5	6	6	-6
O=c1c2ccccc2c(=O)n2n1CC=CC2	-3	-6	-2	-4	-2	-15
N#Cc1cc(F)c(N)c(F)c1	0	-2	4	8	2	10
CCCCN(CCCC)C(=N)c1cccc(OC)c1	3	-8	-18	-13	-7	-15
COC(=O)CCC(=O)CC(=O)C1=NS(=O)(=O)c2nc(S(N)(=O)=O)c(Cl)cc2N1	-16	-5	-1	7	-15	-25
CN(C)/C=N/n1cnc2c(ncn2C2OC(CO)C(O)C2O)c1=O (centres undefined)	7	8	2	13	11	15
N#Cc1c(Cl)nc2ccccc2c1N=[N+]=[N-]	15	51	58	63	56	50
CCOC(=O)c1ccc(NC(=O)c2ccc(Cl)cc2Cl)cc1	37	-8	-4	19	6	-18
CN(C)c1ccc(/C=C(\C#N)C(=O)c2ccccc2)cc1Br	-15	1	14	-6	2	23
C=C1CN2CCc3c([nH]c4ccccc34)C2CC1CC(=O)N(C)C (centres undefined)	-32	-34	-10	-27	-24	-1
C[n+]1ccc(/C=C\c2ccc3c(c2)OCO3)cc1	x	-1	3	-27	x	x
COC(=O)C1CCc2ccccc2C1=O (centres undefined)	3	-13	12	-14	2	6
Cc1cc(N)ccc1[N+](=O)[O-]	12	2	2	31	9	-29
Cc1nc([N+](=O)[O-])cn1CC1CO1 (centres undefined)	4	-5	7	-8	-4	-33
CCN(CC)C(=S)Oc1ccc(OC(=S)N(CC)CC)cc1	-3	31	-7	7	-1	-7
CN=C1c2ccccc2C(=O)c2c1c(O)n(-c1ccccc1)c2O	29	28	37	15	21	22
CCC(O)C(CC)c1ccccc1 (centres undefined)	0	-2	0	1	7	14
CCCCCCC/C=C\C(=O)O	6	36	74*	18	34	39
CN1NC(=O)SC(=O)c2ccccc2C1=O	0	-16	1	22	0	-12
NC(=O)CC[n+]1cccc(C(=O)O)c1	-19	-11	-1	-24	-10	-8
Cc1ccc(CCC(=O)O)cc1	7	15	49	2	21	-6

Complete entries, quoted from the list. Values in the order: yeast bub3	yeast rad50	yeast mlh1 rad18	mec2-1	sgs1 mgt1	yeast cln2 rad14
`CCCCN(CCCC)C(=N)c1cccc(OC)c1` reads 3	-8	-18	-13	-7	-15
`N#Cc1cc(F)c(N)c(F)c1` reads 0	-2	4	8	2	10
`O=c1c2ccccc2c(=O)n2n1CC=CC2` reads -3	-6	-2	-4	-2	-15
`O=C(CCl)Nc1ccc(O)c2ccccc12` reads 6	15	37	5	7	10
`Cc1ccc(CCC(=O)O)cc1` reads 7	15	49	2	21	-6

New compounds follow
SMILES	yeast bub3	yeast rad50	yeast mlh1 rad18	mec2-1	sgs1 mgt1	yeast cln2 rad14
COc1ccc([N+](=O)[O-])cc1NS(=O)(=O)c1ccc(NC(C)=O)cc1	24	2	-19	19	-6	-1
CCOC(=O)CCC(C)(C#N)c1ccccc1 (centres undefined)	6	-2	0	1	2	-9
O=[N+]([O-])c1ccc(N/N=C(\Cc2ccccc2)c2ccccc2)c([N+](=O)[O-])c1	-6	7	2	2	6	-20
O=C(CCl)Oc1cccc([N+](=O)[O-])c1	-18	1	-20	-11	-7	-8
Cn1c(N)c(-c2c3ccccc3nc3ccccc23)c(=O)n(C)c1=O	-19	-9	-8	-3	-13	-5
O=C(c1ccccc1)C(c1ccccc1)N(CCO)C(=O)c1ccccc1 (centres undefined)	5	-1	4	5	3	1
O=S(=O)(/C=C/c1ccc(F)cc1)Cc1ccccc1	-4	-3	12	-16	1	13
Cc1ccccc1OCC(=O)O	0&0	24&-8	15&7	6&9	-2&8	-44&6

Screening results (PubChem)
